Bioassay records from PubChem BioAssay.
miR-122 sensor = miR-122 Renilla sensor signal increase in Huh7, primary screen, miR-122 inhibitor project, cell-based, single point, plate reader | Huh7 miR-122 Renilla luciferase sensor, 48 h; neutral wells = 0, positive control = 100 | activation (reporter increase), % at 12.5 µM | actives 0.3% (n = 340,000) | AID 602342, 2012;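 active = mean replicate activation score at least 90 and every replicate individually at or above 90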;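 also: higher luciferase means less miR-122 activity so hits act as miR-122 inhibitors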
Numbers without * were called inactive.

SMILES	miR-122 sensor
COc1ccc(NC(=O)c2cc(-c3ccc(OC)c(OC)c3)on2)cc1OC	-10
CC1=Nc2ccccc2/C1=C/c1sc(=O)n(CC(=O)N2CCCC2)c1O	11
O=C(c1ccccc1)N(c1ccccc1)C1C=CS(=O)(=O)C1 (configuration not stated)	0
COc1ccc(Nc2nc(-c3cccs3)cs2)c(OC)c1	0
CCCCC1CCC(/C(N)=N/O)CC1 (configuration not stated)	-7
COC(=O)c1c(C)n(-c2ccccc2)c2ccc(O)cc12	9
c1cc2c(cc1C1CCCN1)OCCCO2 (configuration not stated)	0
CCCc1cc(N2CCCC(C(=O)Nc3ccc(OC)cc3OC)C2)n2ncnc2n1 (configuration not stated)	-7
Cc1ccsc1/C=N/n1c(COc2ccccc2)n[nH]c1=S	8
O=C(N/N=C/c1ccc(OCC(=O)N2CCCCC2)cc1)c1ccccc1O	-2
Cc1ccc(CNC(=O)CSc2ccc(-c3ccco3)nn2)cc1	0
O=C(CN1C(=O)NC(Cc2c[nH]c3ccccc23)C1=O)Nc1cccc(S(=O)(=O)N2CCCCCC2)c1 (configuration not stated)	15
COc1ccccc1NC(=O)COc1ccc(/C=N/NC(=O)CSCc2ccc(Cl)cc2)cc1	4
Cc1ccc(C(C)NC(=O)c2c(C)noc2C)cc1C (configuration not stated)	-4
CCCCCOC(=O)C1=C(C)Nc2ncnn2C1c1cccs1 (configuration not stated)	1
COc1ccccc1NC(=O)N1CCC(c2nc3cc(C)c(C)cc3[nH]2)CC1	77
CN(Cc1ccccc1)C(=O)c1cccc(NC(=O)c2ccco2)c1	8
Cc1cc(C(F)F)n2nc(C(=O)Nc3ccc(S(=O)(=O)NC45CC6CC(CC(C6)C4)C5)cc3)nc2n1	49
O=C(NC(=S)Nc1cc(C(F)(F)F)ccc1Cl)c1ccccc1	3
C=CCNC(=O)c1nc2ccccc2s1	-11
FC(F)(F)c1ccc(Sc2nnc(-c3cccs3)n2CC2CCCO2)nc1 (configuration not stated)	-5
CCn1c(SCC(=O)Nc2cc(C)on2)nnc1-c1ccco1	9
O=C(Cc1ccccc1)Nc1ccc(-c2nnc(-c3ccco3)o2)cc1	1
Cn1c(Nn2cnnc2)nc2ccccc21	-6
Cc1cc(NC(=O)COC(=O)CSc2nc3cc(Cl)ccc3n2Cc2ccccc2)no1	-5
CC(=O)Nc1ccc(NC(=O)Cn2c(-c3ccc(F)cc3)cnc2SCC(=O)Nc2c(C)cccc2C)cc1	1
COc1ccc(N=CC2=C(O)c3ccccc3C2=O)c(OC)c1	0
CN(C(=O)C1CCCO1)c1nnc(-c2ccncc2)s1 (configuration not stated)	-13
O=C(C1COc2ccccc2O1)N1CCN(c2ccccc2)CC1 (configuration not stated)	2
Cc1cccn2c(=O)c(C=Nc3ccc(Cl)cc3)c(NCCO)nc12	9
COc1ccc(NC(=O)Cn2nnc(C(=O)NCc3ccccc3OC)c2N)cc1Cl	-30
CCn1c(SCC(=O)Nc2ccccc2C(=O)OC)nnc1-c1ccoc1C	2
CCOC(=O)C1=C(C)Nc2nc(=S)[nH]n2C1c1ccc(Cl)cc1 (configuration not stated)	-5
C[C@@H](C(=O)Nc1ccc2ccccc2c1)[C@@H]1C[C@@]1(C)[C@@H](NC(=O)OCc1ccccc1)c1ccccc1	22
CCC(CC)c1nnc(NC(=O)c2nc3nc(C)cc(C)n3n2)s1	0
O=C(CSc1nnc(CCc2nc3ccccc3[nH]2)n1-c1ccccc1)NCc1ccco1	2

For convenience, three of the compounds above.
SMILES	miR-122 sensor
Cc1cc(NC(=O)COC(=O)CSc2nc3cc(Cl)ccc3n2Cc2ccccc2)no1	-5
CC(=O)Nc1ccc(NC(=O)Cn2c(-c3ccc(F)cc3)cnc2SCC(=O)Nc2c(C)cccc2C)cc1	1
COc1ccc(N=CC2=C(O)c3ccccc3C2=O)c(OC)c1	0

More structures
SMILES	miR-122 sensor
CCN(CC)CC(=O)NCc1cc(-c2ccc(OC)cc2)no1	-4
COc1ccc(CC(=O)OCC(=O)Nc2ccc(Cl)cn2)cc1	-4
CCOC(=O)c1cc2c(n(-c3ccc(C)cc3)c1=O)CCCC2=O	0
CCCCC(=O)NC(NC(=S)N1CCCCCC1)C(Cl)(Cl)Cl (configuration not stated)	2
CCOC(=O)c1c(N)c(C#N)c2n1CCCCC2	4
Cc1nn(C)c(C)c1Sc1ccc(Br)cc1	-4
c1ccc(-n2nnnc2Sc2n[nH]c(-c3ccncc3)n2)cc1	-5
Cn1c(=O)n(CCN2CCOCC2)c(=O)c2c1nc1n2CCN1c1ccc(Oc2ccccc2)cc1	-1
CCC(C)(C)NC(=O)C(c1cccs1)N(CC1CCCO1)C(=O)Cn1nnc2ccccc21 (configuration not stated)	-1
N#CCCn1c(-c2nonc2NC(=O)c2ccccc2Cl)nc2ccccc21	-6
O=P(c1ccccc1)(c1ccccc1)C(c1ccco1)N1CCOCC1 (configuration not stated)	-1
O=C(NC1CCCC1)NS(=O)(=O)c1ccccc1Cl	1
CCN(C1CCCCC1)S(=O)(=O)c1ccc(OC)c(C)c1	10
CCCN1CNC(=S)N(c2cccc(C)c2C)C1	-12
Cc1noc(/C=C/N(C)C)c1S(=O)(=O)N(C)CC(=O)NC1CCCCC1	-1
Cc1ccc(-n2[nH]c(C)c(C=Nc3cc(C)ccn3)c2=O)cc1	5
CCC(=O)NC(=S)Nc1ccc(S(=O)(=O)NC(C)=O)cc1	-2
CCOC(=O)N1CCN(C(=O)c2ccc3c(=O)n(CC4CCCO4)c(=S)[nH]c3c2)CC1 (configuration not stated)	-6
N#Cc1c(N)n(CCCN2CCOCC2)c2nc3ccccc3nc12	-5
COc1ccc(Cc2nnc(SCC(=O)NC3CCCC3)o2)cc1	2
O=C1c2ccccc2C(=O)N1C/C=C/c1ccccc1	4
O=C(COc1ccccc1Cl)c1ccc2c(c1)CCCC2	-7
COCCn1nnnc1C(c1cccc(C(F)(F)F)c1)N1CCOCC1 (configuration not stated)	-3
Cc1noc(C)c1C(=O)OCC(=O)NCCc1ccc(Cl)cc1	4
Cc1oc2c(O)c(O)ccc2c(=O)c1-c1cnn(-c2ccccc2)c1	5
CCCOc1ccc(-c2nc(C#N)c(NCC3CCCO3)o2)cc1 (configuration not stated)	1
c1ccc(-c2n[nH]c(-c3ccccn3)n2)cc1	-4
CC1Cc2ccccc2N1C(=O)COC(=O)Cn1nnc(-c2ccccc2)n1 (configuration not stated)	-7
O=C1C(Cc2cccc([N+](=O)[O-])c2)SC(=Nc2ccccc2)N1c1ccccc1 (configuration not stated)	1
COc1ccc(OC)c(N2C(=O)C(Cl)=C(N3CCCCC3)C2=O)c1	1
Cc1cc(C)cc(NC(=O)C2CCN(S(=O)(=O)c3c(C)n[nH]c3C)CC2)c1	-3
CCCN1C2CCCC1CC(NC(=O)Nc1cccc(C(C)=O)c1)C2 (configuration not stated)	-8
CCCn1nnc(NC(=O)c2ccc(-c3cccc(Cl)c3)o2)n1	-4
COC(=O)[C@H](CCSC)NC(=O)Nc1ccc(C)cc1C	-1
CC(C)OC(=O)CSc1nc2ccccc2s1	-9
C=CCn1c(SCCOc2ccc(OC)cc2)nnc1C(C)NC(=O)c1ccc(OC)cc1 (configuration not stated)	-14
Cc1cc(C)cc(Oc2ccc(C(F)(F)F)cc2C#N)c1	-1
CNc1c([N+](=O)[O-])cnn1-c1ccccc1Cl	-2
COc1ccc(NC(=O)c2cccnc2)c(OC)c1	29
Cc1sc(NC(=O)c2cccs2)c(C(=O)OC(C)C)c1C	1
Cc1nc(N2CCC(C)CC2)c2oc3ccccc3c2n1	-3
CN(C(=O)COC(=O)c1ccc(Cl)cc1N)C1CCS(=O)(=O)C1 (configuration not stated)	2
Cc1cc(-c2ccccc2)nc2c(Br)c(C(=O)O)nn12	-4
COc1ccc(C2(CN(C(C)=O)C(C)=O)CCCC2)cc1OC	-3
Cc1cc(C)cc(OCc2nnc(SCC(=O)N3CCN(c4ccccc4)CC3)o2)c1	2
COc1ccc(C2=Nc3ccc(Br)cc3C(c3ccccc3)N2CC(=O)NN)cc1 (configuration not stated)	-5
Cc1ccc(S(=O)(=O)/N=C(/Nc2c(C)n(C)n(-c3ccccc3)c2=O)c2ccc(Cl)cc2)cc1	30
COc1ccc(OC)c(NC(=O)c2ccc(-n3cccn3)nc2)c1	-16
Cc1ccc(N2C(=O)C3CC(c4ccccc4)=C4C5C=CC(C6C(=O)N(c7ccc(C)cc7C)C(=O)C56)C4C3C2=O)c(C)c1 (configuration not stated)	60
CCN(C(=O)c1ccc(NC(C)=O)cc1)c1ccccc1C	-3
COC(=O)c1nc2nc(C)cc(C(F)(F)F)n2n1	-3
Cc1ccccc1-n1nc2c(c1NC(=O)c1cc3ccccc3oc1=O)CS(=O)C2 (configuration not stated)	-2
CCC1Oc2ccccc2N(CC(=O)Nc2ccccc2OC)C1=O (configuration not stated)	-4
CC1(C)Cc2c(C#N)c(SCC(=O)c3ccccc3)nc(N3CCOCC3)c2CO1	4
CC(=O)NC1(C(F)(F)F)N=C2SCCN2C1=O (configuration not stated)	-8
O=C(O)CCc1nc2cccnc2n1Cc1ccccc1	-5
NC(=O)CSc1nnc(CNc2ccc(F)cc2)n1CC1CCCO1 (configuration not stated)	-1
CCc1nnc(NC(=O)C2Cc3ccccc3CN2S(=O)(=O)c2cccs2)s1 (configuration not stated)	8
Cc1cccc(NC(=O)Cn2c(=O)n(C)c3ccccc32)c1	-3
COCCn1c(C)cc(C2=NNC(=Nc3ccccc3F)SC2)c1C	0

Entries from the list above with a COOH group:
SMILES	miR-122 sensor
Cc1cc(-c2ccccc2)nc2c(Br)c(C(=O)O)nn12	-4
O=C(O)CCc1nc2cccnc2n1Cc1ccccc1	-5

Other entries
SMILES	miR-122 sensor
CCOC(=O)C1(Cc2ccc(Cl)cc2)CCN(Cc2nccn2CC)CC1	6
CC12CC(NC(=O)N1c1cccc(C(=O)N3CCN(c4ccccc4F)CC3)c1)c1ccccc1O2 (configuration not stated)	0
CCc1nc(NCCCCCO)c2nnn(Cc3ccccc3F)c2n1	1
COCCCN=CC1=C(O)CC(C)(C)CC1=O	-1
Cc1cc(NC(=O)c2ccccc2Cl)c(C(C)C)cc1O	10
Nc1nc(SCc2ccc3c(c2)OCO3)n[nH]1	18
CCCCC(CC)COC1(c2ccccc2)OC(=O)c2ccccc21 (configuration not stated)	3
N#Cc1ccc2ccn(CC(=O)NCc3ccco3)c2c1	-3
CCOC(=O)c1ccc(NC(=O)CN(c2ccc(C)cc2)S(=O)(=O)c2c(C)n[nH]c2C)cc1	2
CCOc1ccc(NC2=NC(C(=O)NCc3ccccc3)CC(=O)N2)cc1 (configuration not stated)	-3
COc1cc(OC)cc(C(=O)N[C@H](C(=O)OCc2cc(=O)oc3cc(C)ccc23)C(C)C)c1	-1
OCCNc1nc(C2CC2)nc2c1nnn2Cc1ccccc1Cl	-24

Quoted at random: two compounds from above
SMILES	miR-122 sensor
CNc1c([N+](=O)[O-])cnn1-c1ccccc1Cl	-2
FC(F)(F)c1ccc(Sc2nnc(-c3cccs3)n2CC2CCCO2)nc1 (configuration not stated)	-5

Taken from above.
miR-122 sensor result of CCCc1cc(N2CCCC(C(=O)Nc3ccc(OC)cc3OC)C2)n2ncnc2n1 (configuration not stated) = -7
miR-122 sensor result of CCCN1C2CCCC1CC(NC(=O)Nc1cccc(C(C)=O)c1)C2 (configuration not stated) = -8
miR-122 sensor result of Cc1ccc(S(=O)(=O)/N=C(/Nc2c(C)n(C)n(-c3ccccc3)c2=O)c2ccc(Cl)cc2)cc1 = 30
miR-122 sensor result of CC1Cc2ccccc2N1C(=O)COC(=O)Cn1nnc(-c2ccccc2)n1 (configuration not stated) = -7

(list continues)
SMILES	miR-122 sensor
CC(CCc1ccccc1)NC(=O)c1ccccc1 (configuration not stated)	-4
O=C(O)COc1ccccc1/C=C1\SC(=S)N(/N=C/c2ccccc2O)C1=O	-3
CCn1c2ccccc2c2cc(C3C(C#N)=C(N)Oc4n[nH]c(COC)c43)ccc21 (configuration not stated)	-5
CC1CCN(C(=O)C2(NC(=O)Nc3cccc(F)c3)CCCCC2)CC1	4
COC(=O)C1CC(=O)c2ccsc2C1 (configuration not stated)	1
Cc1cc2c(C)nc3ccccc3c2o1	0
CCOC(=O)C1=C(N)OC2=C(C(=O)CCC2)C1c1ccco1 (configuration not stated)	3
CN1C(=O)N(c2ccccc2)C(Nc2nncs2)C1(C)C (configuration not stated)	-1
COc1cc(-c2nn3c(C4CCCCC4)nnc3s2)cc(OC)c1OC	-3
COc1cc2c(cc1OC)-c1nnc(C)n1C(C)(C)C2	-11
Cc1ccc(NC(=S)N/N=C/c2ccc(Cl)c([N+](=O)[O-])c2)cc1	-8
Cc1cc(C)c(C)c(OCC(=O)N2CCOCC2)c1	-1
COc1ccc2c(c1)CC/C(=C\C=C\c1ccccc1)C2=O	-2
O=C(Nc1ccc(Cl)cc1)c1ccc(-n2cccn2)c([N+](=O)[O-])c1	5
COc1cc(OC)c(C(=O)NC2CCCCCC2)cc1OC	-18
COC(=O)c1[nH]c2cccc(OC)c2c1NC(=O)CN1CC(C)OC(C)C1 (configuration not stated)	-11

A portion of the library; rates above refer to the full screens.
